GCN5L2 inh: inhibitors of human GCN5L2 histone acetyltransferase. Q92830. GCN5L2 HAT assay, ThioGlo1 CoA-SH fluorescence. Potency, µM (highest dose often 58.9 µM), for the others: at the highest dose activity change, negative = inhibition, usual class: inhibitors. actives 0.21% (n = 390,000)
Target sequence (Q92830 whole entry, looked up): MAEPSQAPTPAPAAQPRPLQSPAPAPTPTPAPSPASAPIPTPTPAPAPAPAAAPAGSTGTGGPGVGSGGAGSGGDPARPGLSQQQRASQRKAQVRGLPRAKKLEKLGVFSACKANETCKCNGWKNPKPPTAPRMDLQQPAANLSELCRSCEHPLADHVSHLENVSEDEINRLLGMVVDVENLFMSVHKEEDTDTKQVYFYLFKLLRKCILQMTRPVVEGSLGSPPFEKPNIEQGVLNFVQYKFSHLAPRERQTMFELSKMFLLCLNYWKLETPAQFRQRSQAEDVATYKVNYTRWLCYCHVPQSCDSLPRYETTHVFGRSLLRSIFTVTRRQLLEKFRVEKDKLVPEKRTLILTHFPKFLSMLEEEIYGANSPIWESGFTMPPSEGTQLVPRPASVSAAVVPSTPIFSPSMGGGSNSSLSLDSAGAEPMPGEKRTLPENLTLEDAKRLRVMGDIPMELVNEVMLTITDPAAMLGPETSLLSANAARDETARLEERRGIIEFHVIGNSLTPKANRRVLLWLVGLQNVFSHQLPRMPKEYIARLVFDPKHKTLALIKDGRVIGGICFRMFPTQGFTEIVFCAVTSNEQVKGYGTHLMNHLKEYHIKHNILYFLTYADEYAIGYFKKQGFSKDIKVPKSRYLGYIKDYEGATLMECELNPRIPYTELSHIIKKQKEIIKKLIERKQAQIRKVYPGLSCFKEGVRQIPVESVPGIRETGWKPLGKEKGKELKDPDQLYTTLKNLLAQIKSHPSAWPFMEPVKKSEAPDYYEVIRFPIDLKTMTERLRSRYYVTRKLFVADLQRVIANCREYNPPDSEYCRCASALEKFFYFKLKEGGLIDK
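Enzyme at 20nM final was mixed with library compounds for 15 min at room temperature. Peptide H3(1-25) at 75uM, acetyl-CoA at 70uM and ThioGlo1 at 50uM were then added. Plates were read immediately and after 20 min (Ex340nm/Em540nm).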
TDP1 cell noCPT: qHTS for Inhibitors of human tyrosyl-DNA phosphodiesterase 1 (TDP1): qHTS in cells in absence of CPT; actives 15% (n = 420,000); Potency, µM (highest dose often 46.2 µM), for the others: at the top dose activity change, negative = growth inhibition, actives largely listed as inhibitors; AID 686978, 2013; DT40 Tdp1-/- hTDP1 cells, no CPT, ATP luminescence, 48 h; also: nearly all actives have a fitted effect of over 55% in size
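No-CPT arm: Tdp1-/-;hTDP1 DT40 cells (400/well) plus compounds, incubated ≥48 hr at 37 °C. Readout CellTiter-Glo luminescence.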
TDP1 cell CPT: DT40-hTDP1 cell growth loss with CPT; chicken DT40 Tdp1-/-;hTDP1 cells + 20 nM CPT, ATP luminescence, 48 h; Potency, µM (highest dose often 46.2 µM), without a hit: at the highest dose activity change, negative = growth inhibition, most hits filed as inhibitors; actives 12% (n = 420,000); AID 686979; also: nearly all actives have a fitted effect of over 55% in size
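Chicken DT40 Tdp1-/- cells stably complemented with human TDP1 were seeded at 400 cells/well in medium containing 20 nM camptothecin, exposed to pin-transferred compounds, and grown at 37 °C for at least 48 hr. Viability was read as ATP luminescence.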
Active calls of the source: *; & = joins results of further samples; [ ] = another dose, or the depositor's remark. Calls follow the shape of the dose curve; as a rule, active = well fitted curve in the direction sought with a large enough effect; inconclusive = small, poorly fitted or top-dose-only effect, or another doubt; inactive = no such curve, though single readings can be large; an effect the other way counts as inactive or inconclusive. % is scaled to controls: 0 for no effect and ±100 for the full control effect; potency is read from the fitted curve at half-maximal effect. Not all compounds are listed (hit frequency here may not be typical).

Results for Cc1cc2c(n1-c1ccc(C(=O)NCCc3ccccc3)cc1)CCC(C)C2 (centres undefined) ?
GCN5L2 inh: -3%; TDP1 cell noCPT: 21µM*; TDP1 cell CPT: 18µM*

What do the screens show for `COc1ccc2c(c1)-c1c(ssc1=S)C(C)(C)N2C(=O)CSC1=NCCS1`?
GCN5L2 inh: -4%; TDP1 cell noCPT: 23µM*; TDP1 cell CPT: inconclusive

Results for COC(=O)[C@@H]1CCCN1Cc1ccc2c(c1)CN(Cc1cc(OC)c3c(c1)OCO3)CCO2 ?
TDP1 cell noCPT: inconclusive; TDP1 cell CPT: 23%[9.04 µM]

Results for COc1ccc(NC(=O)c2cc(-c3ccco3)on2)cc1OC ?
GCN5L2 inh: -3%; TDP1 cell noCPT: -29%; TDP1 cell CPT: -5%

How did Cc1ccc(S(=O)(=O)NN=CC2(c3ccccc3)CC2)cc1 do in these assays?
TDP1 cell noCPT: -29%; TDP1 cell CPT: -18%

Results for Cc1cc2cc(CNC(=S)Nc3ccc(OC(F)F)cc3)ccc2[nH]1 ?
GCN5L2 inh: -4%; TDP1 cell noCPT: inconclusive; TDP1 cell CPT: inconclusive

Results for COC(=O)NC1CSCC1OC(=O)c1ccc(Br)cc1 (centres undefined) ?
GCN5L2 inh: -5%; TDP1 cell noCPT: -19%; TDP1 cell CPT: 2%

Results for CC1CCN(S(=O)(=O)c2ccc3c(c2)NC(=O)CS3)CC1 ?
GCN5L2 inh: -6%; TDP1 cell noCPT: 16%; TDP1 cell CPT: -16%

How did CCN(CC)S(=O)(=O)c1ccc(C(=O)NCCCN=C2NS(=O)(=O)c3ccccc32)cc1 do in these assays?
GCN5L2 inh: -1%; TDP1 cell noCPT: -4%; TDP1 cell CPT: -9%

Results for C=CCNC(=O)c1c(C(F)(F)F)nn(C)c1Cl ?
GCN5L2 inh: 1%; TDP1 cell noCPT: -7%; TDP1 cell CPT: 0%

Results for C[C@H]1CN=C(N(C)C)N1CC1CCCCC1 ?
GCN5L2 inh: 2%; TDP1 cell noCPT: inconclusive; TDP1 cell CPT: -6%

Results for CCOc1ccc(NC(=O)NCCCN2CCCC2)cc1 ?
GCN5L2 inh: -3%; TDP1 cell noCPT: -6%; TDP1 cell CPT: -4%

What do the screens show for `COc1ccccc1N1CCN(C(=O)c2cc3sccc3n2C)CC1`?
GCN5L2 inh: -12%; TDP1 cell noCPT: -26%; TDP1 cell CPT: inconclusive

Results for CCOc1ccc(Cl)cc1-c1cc(C(=O)Nc2cc(OC)ccc2OC)[nH]n1 ?
TDP1 cell noCPT: 23µM*; TDP1 cell CPT: inconclusive

Results for Clc1cc(Br)ccc1OCCOCCN1CCOCC1 ?
GCN5L2 inh: -1%; TDP1 cell noCPT: -27%; TDP1 cell CPT: -29%

How did CC(=O)Nc1cccc(C(=O)Nc2ccc(S(=O)(=O)N3CCCCC3)cc2)c1 do in these assays?
GCN5L2 inh: -3%; TDP1 cell noCPT: 15µM*; TDP1 cell CPT: inconclusive

What do the screens show for `Cc1cccc(C)c1NC(=O)c1cccc(N2C(=O)C3CCC(C)CC3C2=O)c1` (centres undefined)?
GCN5L2 inh: -8%; TDP1 cell noCPT: -2%; TDP1 cell CPT: -5%

What do the screens show for `COc1ccccc1N1CCN(CC(=O)c2ccc(F)cc2)CC1`?
GCN5L2 inh: -1%; TDP1 cell noCPT: -22%; TDP1 cell CPT: -21%

How did NC1=NC(=O)/C(=C\c2cccs2)S1 do in these assays?
GCN5L2 inh: -8%; TDP1 cell noCPT: -3%; TDP1 cell CPT: -18%

How did CN1CCc2c(c3c(n2C)CCN(C)[C@@H]3c2cccnc2)[C@H]1c1cccnc1 do in these assays?
GCN5L2 inh: -2%&3%; TDP1 cell noCPT: 21%; TDP1 cell CPT: 1%

How did O=C(CSc1ncc(C(F)(F)F)cc1Cl)N1CCNC1=O do in these assays?
GCN5L2 inh: 0%; TDP1 cell noCPT: -10%; TDP1 cell CPT: 1%

How did C[C@@H]1CN([C@H](C)CO)C(=O)CCCn2nncc2CO[C@@H]1CN(C)S(=O)(=O)c1ccc(Oc2ccccc2)cc1 do in these assays?
TDP1 cell noCPT: inconclusive; TDP1 cell CPT: inconclusive

Results for CC(C)c1ccc(NC(=O)NCc2ccc3c(c2)OCO3)cc1 ?
GCN5L2 inh: -5%; TDP1 cell noCPT: -13%; TDP1 cell CPT: inconclusive

What do the screens show for `Cc1ccc(CC(=O)O/N=C(\N)Cc2ccc([N+](=O)[O-])cc2)cc1`?
GCN5L2 inh: 0%; TDP1 cell noCPT: -27%; TDP1 cell CPT: 7%

How did O=c1cc(O)n(-c2ccc(Cl)cc2)c(=S)[nH]1 do in these assays?
GCN5L2 inh: -1%; TDP1 cell noCPT: -7%; TDP1 cell CPT: -9%

How did CC1=C(C(=O)Nc2cccnc2)C(c2ccccc2)n2nc(SCc3ccccc3Cl)nc2N1 (centres undefined) do in these assays?
GCN5L2 inh: -2%; TDP1 cell noCPT: -11%; TDP1 cell CPT: -8%

What do the screens show for `CCOc1ccc(-c2nonc2NC(=O)c2ccco2)cc1OCC`?
GCN5L2 inh: -17%&-13%; TDP1 cell noCPT: 11%&-9%; TDP1 cell CPT: -7%&-23%

How did CSCc1c(C(=O)Nc2ccccc2N2CCOCC2)oc2ccccc12 do in these assays?
GCN5L2 inh: -2%; TDP1 cell noCPT: 7.3µM*; TDP1 cell CPT: 16µM*

What do the screens show for `O=C(NCc1ccco1)c1cccc(NC(=O)c2ccccc2)c1`?
GCN5L2 inh: -1%; TDP1 cell noCPT: -3%; TDP1 cell CPT: -22%

Results for COc1cc(/C=C/C(=O)N2CCN(c3ccccn3)CC2)cc(OC)c1OC ?
GCN5L2 inh: 2%; TDP1 cell noCPT: 23µM*; TDP1 cell CPT: inconclusive

How did O=C(NC1CC1)C1=C[C@@H](c2ccc(Br)cc2)C[C@@H](OCCCCO)O1 do in these assays?
GCN5L2 inh: -5%; TDP1 cell noCPT: -21%; TDP1 cell CPT: -19%

What do the screens show for `COc1ccc(-c2nnc(NC(=O)Cc3ccccc3)s2)c(OC)c1`?
GCN5L2 inh: -2%; TDP1 cell noCPT: -29%; TDP1 cell CPT: -19%

What do the screens show for `C[C@@H]1CCCCO[C@H](CN(C)C(=O)Nc2ccc(F)cc2)[C@@H](C)CN([C@H](C)CO)C(=O)c2cc(N(C)C)ccc2O1`?
TDP1 cell noCPT: inconclusive; TDP1 cell CPT: inconclusive

Results for CCn1c(CNC(=O)C2CCCCC2)cc2cc(C)ccc21 ?
GCN5L2 inh: -1%; TDP1 cell noCPT: inconclusive; TDP1 cell CPT: 17%

Results for O=C(CCC(=O)c1ccc(F)cc1)NCc1ccccc1C(F)(F)F ?
GCN5L2 inh: -4%; TDP1 cell noCPT: 5%; TDP1 cell CPT: 2%

How did CC(C)Oc1ccc(NC(=O)CCC(=O)O)cc1 do in these assays?
GCN5L2 inh: 1%; TDP1 cell noCPT: 1%; TDP1 cell CPT: -5%

Results for COc1cccc(C(c2nnnn2Cc2ccco2)N2CCN(Cc3ccccc3)CC2)c1OC (centres undefined) ?
GCN5L2 inh: -8%; TDP1 cell noCPT: -19%; TDP1 cell CPT: inconclusive

How did CCCN1CCN(C(=O)Cn2ncc3c([nH]c4ccc(C)cc43)c2=O)CC1 do in these assays?
GCN5L2 inh: -2%; TDP1 cell noCPT: 9%; TDP1 cell CPT: -3%

How did NC(=O)NC(=O)COC(=O)c1ccccc1Oc1ccccc1 do in these assays?
GCN5L2 inh: -4%; TDP1 cell noCPT: -24%; TDP1 cell CPT: inconclusive

What do the screens show for `O=C1NC(Cc2ccccc2)c2nc3ccc(Cl)cc3c(=O)n2-c2cc3ccccc3cc21` (centres undefined)?
TDP1 cell noCPT: 7.3µM*; TDP1 cell CPT: inconclusive

What do the screens show for `COc1ccccc1CCC(=O)OCC(=O)NCc1ccc(OC)c(OC)c1`?
GCN5L2 inh: -3%; TDP1 cell noCPT: -1%; TDP1 cell CPT: -2%

How did COc1ccc([C@H]2CC(=O)C=C(c3cc4ccccc4s3)C2)cc1OC do in these assays?
GCN5L2 inh: -12%; TDP1 cell noCPT: inconclusive; TDP1 cell CPT: inconclusive

How did CC(=O)N1CCN(C(=O)c2ccc3c(c2)OCO3)CC1 do in these assays?
GCN5L2 inh: 1%; TDP1 cell noCPT: 3%; TDP1 cell CPT: 16%

How did Cc1ccc(-c2nc(N)nc(N)n2)c(C)c1 do in these assays?
GCN5L2 inh: -2%; TDP1 cell noCPT: -5%; TDP1 cell CPT: 3%

What do the screens show for `COc1ccccc1-c1cncnc1NCc1cccnc1`?
GCN5L2 inh: -12%; TDP1 cell noCPT: -11%; TDP1 cell CPT: -12%

What do the screens show for `COC(=O)c1ccc(NC(=O)c2cn(-c3ccccc3)nc2-c2ccncc2)cc1`?
GCN5L2 inh: 3%; TDP1 cell noCPT: inconclusive; TDP1 cell CPT: inconclusive

What do the screens show for `COc1ccccc1OCCOCCOc1c(C)cc(C)cc1Br`?
GCN5L2 inh: -3%; TDP1 cell noCPT: 23µM*; TDP1 cell CPT: inconclusive

How did Cc1ccc(Cl)c(OCC(=O)NC2CCN(Cc3ccccc3)CC2)c1 do in these assays?
GCN5L2 inh: -2%; TDP1 cell noCPT: inconclusive; TDP1 cell CPT: -12%

Results for Cc1ccc([C@H]2C[C@@H](O)[C@H](n3cc(COC(=O)c4ccccc4)nn3)CN2Cc2cccs2)cc1 ?
TDP1 cell noCPT: inconclusive; TDP1 cell CPT: inconclusive

What do the screens show for `C=CCn1c(=S)[nH]c2ccc(Br)cc2c1=O`?
GCN5L2 inh: -5%; TDP1 cell noCPT: inconclusive; TDP1 cell CPT: inconclusive

How did CC1(c2ccc([N+](=O)[O-])cc2)NC(=O)NC1=O (centres undefined) do in these assays?
GCN5L2 inh: -1%; TDP1 cell noCPT: 16%; TDP1 cell CPT: 24%

Results for N#Cc1ccc(OCC(=O)OCC(=O)NCCC2=CCCCC2)cc1 ?
GCN5L2 inh: -1%; TDP1 cell noCPT: -5%; TDP1 cell CPT: -4%

How did C=CCn1cc(C(=O)NCCCOC)c(=O)c2cc(S(=O)(=O)N(CC)CC)ccc21 do in these assays?
GCN5L2 inh: -7%; TDP1 cell noCPT: -18%; TDP1 cell CPT: -10%

Results for O=C(O)c1cccc(-n2sc3ccccc3c2=O)c1 ?
GCN5L2 inh: 1.3µM*; TDP1 cell noCPT: inconclusive; TDP1 cell CPT: inconclusive

What do the screens show for `Cc1cc(NS(=O)(=O)c2ccc(Nc3nc(-c4ccc(C)c(C)c4)cs3)cc2)no1`?
GCN5L2 inh: 3%; TDP1 cell noCPT: inconclusive; TDP1 cell CPT: inconclusive

Results for CNC(=O)C(=O)NCCN1CCN(S(=O)(=O)c2ccc3ccccc3c2)CC1 ?
GCN5L2 inh: -2%; TDP1 cell noCPT: -2%; TDP1 cell CPT: 4%

Results for Cc1cccc(Nc2nc(-c3c(C)nc4ccccn34)cs2)c1 ?
GCN5L2 inh: -18%; TDP1 cell noCPT: 11µM*; TDP1 cell CPT: 13µM*

How did CCC1=NN2C(=N)/C(=C\c3cccn3-c3ccc(C)c(C)c3)C(=O)N=C2S1 do in these assays?
GCN5L2 inh: -27%; TDP1 cell noCPT: -18%; TDP1 cell CPT: -8%

What do the screens show for `COc1ccc(Cl)cc1C(=O)NCC(c1ccco1)N1CCCC1` (centres undefined)?
GCN5L2 inh: -3%; TDP1 cell noCPT: 0%; TDP1 cell CPT: -26%

How did COc1cc(C(=O)N2CCN(C(=O)c3cccc4ccccc34)CC2)cc(OC)c1OC do in these assays?
GCN5L2 inh: 0%; TDP1 cell noCPT: 3%; TDP1 cell CPT: 6%

How did COc1cc(N=C2C(=O)N3CCCc4cccc2c43)cc(OC)c1 do in these assays?
GCN5L2 inh: -6%; TDP1 cell noCPT: inconclusive; TDP1 cell CPT: -27%

Molecules listed so far with bromine:
Results for COC(=O)NC1CSCC1OC(=O)c1ccc(Br)cc1 (centres undefined) ?
GCN5L2 inh: -5%; TDP1 cell noCPT: -19%; TDP1 cell CPT: 2%

Results for Clc1cc(Br)ccc1OCCOCCN1CCOCC1 ?
GCN5L2 inh: -1%; TDP1 cell noCPT: -27%; TDP1 cell CPT: -29%

How did O=C(NC1CC1)C1=C[C@@H](c2ccc(Br)cc2)C[C@@H](OCCCCO)O1 do in these assays?
GCN5L2 inh: -5%; TDP1 cell noCPT: -21%; TDP1 cell CPT: -19%

What do the screens show for `COc1ccccc1OCCOCCOc1c(C)cc(C)cc1Br`?
GCN5L2 inh: -3%; TDP1 cell noCPT: 23µM*; TDP1 cell CPT: inconclusive

What do the screens show for `C=CCn1c(=S)[nH]c2ccc(Br)cc2c1=O`?
GCN5L2 inh: -5%; TDP1 cell noCPT: inconclusive; TDP1 cell CPT: inconclusive

High-throughput results deposited in PubChem by National Center for Advancing Translational Sciences (NCATS).
